# MT stabilizer: microtubule stabilization, imaging screen | HeLa tubulin immunostaining HCS, 24 h; share of cells brighter than vehicle mean+2SD | % tubulin-high responders, % at 10 µM | hit rate 0.83% among 200,000 | AID 2205;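 active = plate Z-score above 3 for both tubulin-high and condensed-nucleus cell shares, with cell loss under 80%, at 10 µM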;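 note: anti alpha tubulin signal scored within the nucleus-defined area of each cell; some results filed as inactive read as strong as hits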
# ER stress rescue: rescue of cells from ER stress-induced death, primary screen, 384-well, CSM14.1, thapsigargin, ATP luminescence (AID 1222). CSM14.1 thapsigargin-induced death rescue, ATP luminescence; higher % means a stronger effect. cellular ATP content (survival), % at 20 µM, or EC50 in µM where a hit was titrated. 190,000 tested, under 10 active;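 active = EC50 below 50 µM in the dose-response confirmation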;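 note: death triggered by thapsigargin at about 15 µM added after 2 h compound pretreatment; cell ATP read after overnight thapsigargin exposure of roughly 18 to 22 hours; normalized against plate controls of thapsigargin alone and 5% DMSO vehicle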
# Yfh1-depleted yeast: enhancers of respiration in Yfh1-depleted yeast, dose response, Friedreich's ataxia, plus single-dose screen (AID 1465). one-dose fold induction at 50 µM; EC50 in µM for titrated hits. hit rate 0.074% among 220,000. S. cerevisiae Yfh1-off respiration, WST-1 reduction, 72 h; higher fold induction means a stronger effect;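 active = fold induction of absorbance versus untreated yeast above a set limit, then at least 30% activation at any dose in follow-up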;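 note: activators that raise dye reduction in frataxin-depleted yeast; strong numbers were not always called active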
# P. falciparum M17LAP: P. falciparum M17LAP inhibitors, primary screen, biochemical, fluorogenic H-Leu-NHMec substrate, 1536-well (AID 1619); recombinant M17LAP, H-Leu-NHMec fluorogenic kinetic assay; higher % means a stronger effect; inhibition, % at 30 µM, or IC50 in µM where a hit was titrated; hit rate 0.38% among 220,000;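 active = compound inhibiting the enzyme by more than half at any dose during confirmatory dose-response retesting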;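 note: plate controls were full reaction with DMSO carrier for no effect and no enzyme background for full effect; strong numbers were not always called active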
# Autophagy mod: modulators of autophagy | calls only at 10 µM (by protocol) | MEF GFP-LC3 puncta imaging; test concentration mostly 10 µM | hit rate 0.98% among 190,000;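 active = percentage of spot-positive cells more than 3 SD above its plate mean, without a fluorescence outlier flag or 80% toxicity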;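 note: spot-positive cell cutoff set from DMSO-treated cells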
# Hep lipid drop: hepatic lipid droplet formation modulation; AML12 mouse hepatocytes, oleate lipid droplets, BODIPY imaging; inhibition, % at 6.5 µM; hit rate 0.4% among 240,000; AID 1656;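 active = lipid droplet intensity inhibited by at least 50%, with more than 500 cells counted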
#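 System: AML12 hepatocytes (mouse). Probe or stimulus: oleic acid at 100 µM to induce lipid droplet formation. Times: overnight treatment with compound plus oleate. Detection: Image-based BODIPY and DAPI two-channel analysis. Evaluation: percent inhibition of filter-corrected integrated lipid droplet intensity per well.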
# Insulin prom up: MIN6 insulin promoter up-regulation. MIN6 insulin promoter-GFP reporter, high-content imaging; hits give high values. z-score at 5 µM. hit rate 0.3% among 190,000. AID 1625;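 active = z-score above 3 at 5 µM with at least 500 cells counted in the well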
# Dynein transport: dynein cargo transport inhibition; 3617.4 mouse cells, GR-EGFP nuclear translocation imaging; test concentration mostly 20 µM; stimulated with dexamethasone, 1 µM; hits give low values; z-score, hits read low; hit rate 0.47% among 220,000; AID 1381;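 active = plate z-score of nuclear minus cytoplasmic receptor signal below a set negative limit, without overly bright fluorescence or cell loss, cut at about -3.5 in these data, passing the limit was not always enough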;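 note: z-score of nuclear minus cytoplasmic ring GR-EGFP intensity difference per well; some compounds called inactive have numbers as strong as hits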
#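 Buffer or medium – tet-free medium with charcoal-stripped serum · Signal – automated 10x imaging of fixed Hoechst-stained cells · Also added – dexamethasone agonist, 1.0 µM final, for 30 min · Incubation – induction 48 h, compound 1 h, agonist 30 min · Read-out – GR-EGFP nuclear translocation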
# M1AAP inhibition: malaria alanyl aminopeptidase activity blockers – biochemical, fluorogenic H-Leu-NHMec substrate, 1536-well (AID 1445) | recombinant M1AAP, H-Leu-NHMec fluorogenic kinetic assay; higher % means a stronger effect | one-dose inhibition, % at 30 µM; IC50 in µM for titrated hits | hit rate 0.42% among 220,000;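 active = primary inhibition above the hit cutoff, then over 50% inhibition at one or more dose response concentrations, cut at about 23% in these data, passing the limit was not always enough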;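 note: plate controls were DMSO full reaction for no effect and no enzyme background for full effect; strong numbers were not always called active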
# Dynein transport cytoplasmic EGFP: also measured in Dynein transport; calls as there; z-score; measured here: cytoplasmic GR-EGFP intensity; hits give high values
# Dynein transport nuclear GR-EGFP: second read-out of Dynein transport, no call of its own (marks repeat the call); z-score; measured here: nuclear GR-EGFP intensity;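 lower value marks the stronger effect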
# Dynein transport cell count: further read-out of Dynein transport, marked with its call; z-score; measured here: cell count per field
# Insulin prom up cell count: recorded beside Insulin prom up, whose call it bears; cell count; measured here: cytotoxicity, nuclei count;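 total cells summed across four imaged fields per well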
# Hep lipid drop cells 6.5 µM: also measured in Hep lipid drop; calls as there; cell count; measured here: cell count, cytotoxicity flag;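 cells counted across two imaged fields per well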
# MT stabilizer Hoechst-high %: second read-out of MT stabilizer, no call of its own (marks repeat the call); % Hoechst-high responders; measured here: nuclear condensation Hoechst responders;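 share of cells brighter than vehicle mean plus two SD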
# MT stabilizer cytotoxicity %: further read-out of MT stabilizer, marked with its call; toxicity, %; measured here: cytotoxicity by cell density;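 0% = mean cell density of plate MIN control wells and 100% = no cells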
# Autophagy mod cell loss 18 h: recorded beside Autophagy mod, whose call it bears; toxicity, %; measured here: cell loss, nuclei count;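 cell loss after 18 h compound exposure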
# An asterisk follows results filed as active; i = inactive; / = no result given.
SMILES,MT stabilizer,MT stabilizer Hoechst-high %,MT stabilizer cytotoxicity %,ER stress rescue,Yfh1-depleted yeast,P. falciparum M17LAP,Autophagy mod,Autophagy mod cell loss 18 h,Hep lipid drop,Hep lipid drop cells 6.5 µM,Insulin prom up,Insulin prom up cell count,Dynein transport,Dynein transport cytoplasmic EGFP,Dynein transport nuclear GR-EGFP,Dynein transport cell count,M1AAP inhibition
COc1ccc(CNC(=O)C(c2ccco2)N(Cc2ccccc2)C(=O)Cc2cccs2)cc1 (centres undefined),2.2,2.3,14,-3.6%,i,7%,i,-2,0,726,0.38,1261,-0.62,-0.17,-0.067,0.17,5%
O=C(Nc1ccccc1)c1ccc(CN2CCc3ccccc3C2)cc1,4.5,1.5,5.0,0.4%,i,-2%,i,-29,11,677,/,/,-0.14,-0.12,0.079,0.17,0%
O=C(OCC(=O)N1CCc2ccccc21)c1ccc(Cl)nc1,2.3,1.6,4.3,-0.2%,i,-7%,i,-13,/,/,0.63,1675,-1.5,-0.24,-1.2,1.2,-9%
COc1ccc(NC(=O)NC2CCN(C(C)C)CC2)c(OC)c1,1.0,1.0,10,-1.0%,i,-2%,i,3,15,811,0.04,946,2.4,0.067,1.9,-1.6,-2%
O=C(Nc1ccccc1)c1cc(N2CCOCC2)nc2ccccc12,2.2,1.4,13,0.6%,i,-12%,i,7,/,/,0.69,1217,-0.11,0.66,0.52,-0.22,10%
CC(Sc1ccc2c(c1)OCCO2)C(=O)Nc1ncc(Cl)cc1Cl (centres undefined),1.8,1.6,0.7,0.1%,i,3.8µM*,i,6,/,/,1.6,1667,-0.021,-0.16,-0.66,-0.9,-2%
COc1ccc(CCn2c(C)nc3ccccc3c2=O)cc1OC,3.2,1.4,7.1,1.3%,i,25%,i,-7,2,734,0.1,1507,-1.6,-0.35,-0.96,1.7,0%
CCOC(=O)N/N=C\c1cccc(OC)c1,0.3,1.2,6.3,-2.6%,i,/,i,1,-3,686,0.05,1566,-0.13,-0.29,0.42,0.52,/
COc1cc(N)c(Br)cc1C(=O)O,2.1,2.2,22,-1.3%,i,6%,i,-2,2,703,0.22,1171,-0.066,-0.3,-0.058,-0.079,5%
O=C1C2C(C(=O)N1/N=C/c1cc(Br)cc([N+](=O)[O-])c1O)C1C=CC2C12CC2 (centres undefined),4.4,1.8,3.8,-1.4%,i,-16%,i,2,0,648,-0.07,1962,1.7,-0.23,0.75,-1.2,15%
CCOC(=O)N/N=C/c1ccc(OCCSc2ccc(Cl)cc2)c(OCC)c1,3.5,3.3,8.9,-2.9%,i,-18%,i,-6,1,680,-0.07,1075,0.22,-0.3,-0.21,0.03,8%
O=C(CN1CCN(Cc2cccc(Cl)c2)C1=O)NCc1ccccn1,2.2,4.8,6.7,-0.5%,i,2%,i,5,/,/,0,880,0.24,-0.24,0.29,0.21,-3%
Cc1ccc(NC(=O)Cn2cnc3ccccc32)cc1C,2.7,3.2,7.4,0.7%,i,40%,i,-10,-12,691,-1,1029,0.75,-0.24,0.84,-2.4,2%
CCOc1ccc(NC(=O)COC(=O)CCS(=O)(=O)c2ccc(C)cc2)cc1,2.0,2.0,10,-2.5%,i,6%,i,-5,20,605,/,/,-1.1,-0.28,-0.63,0.2,-1%
Cc1ccc(NC(=S)N2CCN(c3ncccn3)CC2)cc1C,2.4,2.5,9.9,0.4%,i,-1%,i,5,-6,690,0.18,1388,-1.4,-0.18,-0.8,0.047,0%
c1ccc(Nc2scc(-c3ccccc3)[n+]2Cc2ccco2)cc1,5.3,1.4,9.6,-1.5%,i,0%,i,1,11,639,1.9,1116,0.035,-0.28,-0.21,-0.94,-3%
O=C(Nc1ccc(-c2cnco2)cc1)c1ccccc1,/,/,/,/,i,4%,/,/,-3,755,1.5,1421,0.15,-0.27,-0.15,0.81,14%
COc1cc(-c2nnc(NC(=O)c3ccc(S(=O)(=O)N4CCOCC4)cc3)o2)cc(OC)c1OC,2.3,1.7,1.4,-1.9%,i,0%,i,14,-1,646,1.8,1637,-0.83,-0.31,-0.44,0.75,-1%
Cc1ccc(-n2nc3ccc(N)cc3n2)cc1,5.0,2.9,8.2,-6.0%,/,-5%,i,-11,16,771,-0.04,1259,-0.16,-0.22,0.19,0.91,1%
COC(=O)c1ccccc1NC(=S)N(Cc1ccc2c(c1)OCO2)Cc1cc2ccc(OC)cc2[nH]c1=O,2.3,3.2,10,14%,i,-11%,i,-3,-2,562,/,/,-0.49,-0.19,-0.66,1.1,7%
COc1ccc(/C=N/n2cc(-c3ccc(OC)cc3)nc2N)cc1,3.2,2.8,6.2,-3.9%,i,3%,i,-5,-1,682,1.1,1452,-0.84,-0.21,-0.43,0.51,9%
Cc1cc(C(=O)OCCO)c(C#N)c(N)n1,2.2,1.6,4.6,-3.1%,i,-284%,i,-4,0,702,-0.29,1096,-0.42,-0.17,-0.89,-0.56,2%
COc1ccc(-n2nc([N+](=O)[O-])c(=NCCc3ccccc3)n2O)cc1,1.9,2.4,0.8,-3.1%,i,10%,i,18,11,737,-0.17,1201,-0.83,-0.33,-0.65,0.78,4%
Cc1cc(OCC(=O)Nc2ccncc2)ccc1Br,2.3,1.8,15,2.7%,i,10%,i,14,/,/,0.06,1240,-0.82,-0.017,-0.45,-0.0023,11%
CC1CCN(C(=O)c2ccc3c(c2)OCCO3)CC1,5.0,2.7,1.5,-0.8%,i,14%,i,1,2,728,1.2,1213,-0.37,-0.26,0.089,0.69,8%
Cc1ccc(SCCN)cc1C,3.4,1.6,0.9,/,i,9%,i,6,8,719,-0.66,1180,-0.0085,0.062,0.22,0.17,-1%
Cc1nnc(-c2cnn(-c3ccccc3)c2N)n1Cc1ccncc1,1.4,0.9,9.1,1.1%,i,-10%,i,-1,/,/,0.19,1661,0.52,-0.039,0.55,-0.52,5%
COc1cccc(C(=O)N2CCCC(c3nc(-c4cccs4)no3)C2)c1 (centres undefined),4.0,0.5,71,-3.6%,i,-5%,i,1,3,712,0.04,1944,1.2,-0.25,1.5,-1.6,2%
CN(C(=O)c1ccccc1)c1ccc(OCC(=O)NC2CCS(=O)(=O)C2)cc1 (centres undefined),1.2,2.0,9.3,-1.7%,i,0%,i,-18,/,/,2.7,967,-0.29,-0.18,-0.061,0.35,-2%
Cn1cccc1C(=O)OCC(=O)N1CC(=O)Nc2ccccc21,4.1,2.8,6.6,-3.3%,i,10%,i,-7,19,700,-0.77,1219,-0.85,-0.23,-1.1,1,2%
COc1ccccc1N1CCN(CC(=O)NC(=O)NCc2ccco2)CC1,3.2,1.8,7.4,-2.5%,i,-4%,i,9,4,611,-2.5,684,0.26,-0.26,0.41,-0.29,-4%
COc1ccc2[nH]cc(C(=O)CN3CCC(C)CC3)c2c1,1.9,4.7,8.3,-0.7%,i,-1%,i,6,/,/,/,/,-0.44,-0.14,-0.15,1.6,4%
O=C(NC1CCCCC1)c1ccc(Cn2cc(Cl)cn2)cc1,0.8,1.1,9.4,4.8%,i,11%,i,2,15,824,/,/,0.64,-0.11,0.19,0.034,0%
O=C(Cc1ccc(Cl)cc1)Nc1ccc(Br)cc1,3.9,1.4,7.1,-0.9%,i,-3%,i,4,-13,700,-0.09,1284,0.35,-0.31,0.45,-0.76,-6%
O=C(NCCCn1ccnc1)Nc1cccc(Cl)c1,2.7,1.8,3.3,-3.0%,i,6%,i,6,-2,553,0.06,1591,0.32,0.4,1.1,-2.2,-1%
CCOc1ccc(NC(=O)NNC(=O)c2ccc(CC)s2)cc1,1.7,1.4,9.0,-0.2%,i,0%,i,-2,0,670,-0.29,1497,0.53,-0.33,-0.4,0.49,8%
CC1CCCCC1NS(=O)(=O)c1ccc(-n2cnnn2)cc1 (centres undefined),6.3,3.8,8.0,-2.2%,i,10%,i,3,/,/,-0.72,1210,-0.96,-0.29,-0.38,0.7,-7%
COc1ccc(S(=O)(=O)NC(C)C)cc1C(=O)NC1CCCCC1,1.8,2.6,4.7,0.0%,i,15%,i,-4,/,/,-0.08,1113,-0.6,-0.22,-0.39,0.49,14%
CCn1c(SCC(=O)Nc2ccc3c(c2)OCCO3)nc2c(c1=O)SC(C)C2 (centres undefined),5.2,5.3,9.9,3.5%,/,5%,i,6,/,/,-0.21,1513,2.9,-0.26,1.4,-1.6,5%
O=C(O)CCC(=O)Nc1cccc(C(=O)Nc2cccc(Cl)c2)c1,2.2,1.9,5.7,-1.6%,i,5%,i,6,/,/,/,/,-1.6,-0.19,-0.86,-0.17,0%
S=c1[nH]nc(-c2cccnc2)n1/N=C/C=C/c1ccccc1,3.5,2.8,11,0.7%,i,2%,i,12,-7,549,0.99,2190,1.9,-0.12,1.1,-0.97,10%

# Quoted from the listing (2 entries):
SMILES,MT stabilizer,MT stabilizer Hoechst-high %,MT stabilizer cytotoxicity %,ER stress rescue,Yfh1-depleted yeast,P. falciparum M17LAP,Autophagy mod,Autophagy mod cell loss 18 h,Hep lipid drop,Hep lipid drop cells 6.5 µM,Insulin prom up,Insulin prom up cell count,Dynein transport,Dynein transport cytoplasmic EGFP,Dynein transport nuclear GR-EGFP,Dynein transport cell count,M1AAP inhibition
CCOc1ccc(NC(=O)NNC(=O)c2ccc(CC)s2)cc1,1.7,1.4,9.0,-0.2%,i,0%,i,-2,0,670,-0.29,1497,0.53,-0.33,-0.4,0.49,8%
CC1CCCCC1NS(=O)(=O)c1ccc(-n2cnnn2)cc1 (centres undefined),6.3,3.8,8.0,-2.2%,i,10%,i,3,/,/,-0.72,1210,-0.96,-0.29,-0.38,0.7,-7%

# Screening data as filed in PubChem.
